Compound activity: PubChem BioAssay, National Center for Advancing Translational Sciences (NCATS)
Pf growth 96h: P. falciparum growth inhibition at 96 hour, primary screen for plastid delayed-death inhibitors; P. falciparum luciferase reporter growth, 96 h; Potency, µM (top dose mostly 28.7 µM), for the others: at the top dose activity change, negative = inhibition, usual class: inhibitors; 6.9% of 320,000 active; further: potency means the concentration at half of the fitted maximal effect; on the % scale 0 is the no-effect control and ±100 the full control effect
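Compounds incubated with erythrocytes infected by luciferase-expressing P. falciparum (2% hematocrit, 0.05% parasitemia final) for 96 hours, 37 C in 5% CO2. Growth inhibition scored as decreased luciferase luminescence.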
TbPYK inhibitor: inhibitors of Trypanosoma brucei pyruvate kinase; Q57TT1; TbPYK enzyme, Kinase-Glo Plus ATP luminescence, 45 min; Potency, µM (top dose mostly 76.8 µM), for inactives: at the top dose activity, negative = inhibition, usual class: inhibitors; 0.12% of 410,000 active; further: potency means the concentration at half of the fitted maximal effect; on the % scale 0 is the no-effect control and ±100 the full control effect; nearly all actives have a fitted effect of over 50% in size
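Readout: single end-point luminescence (Kinase-Glo Plus, 10 min). Reaction conditions were TbPYK/substrate plus 130 uM ADP, 45 min at RT, pH 7.2 TEA buffer. No-enzyme wells served as controls, and data were normalized before concentration-response fitting.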
Cycloheximide cs: counter-screen hit for Shiga toxin inhibitors, cycloheximide. max response, %. cell reporter, cycloheximide protein synthesis inhibition counterscreen. 12% of 300,000 active; in the data active means max response mostly above about 13%, no sharp cut-off; inactive means mostly below about 14%; further: read at 38.3 µM for the half of the compounds with a filed dose; 0% is about no effect
Pf growth 48h: P. falciparum growth inhibition at 48 hours (one generation). P. falciparum luciferase growth in erythrocytes, 48 h. Potency, µM (top dose mostly 28.7 µM), inactives show at the top dose activity change, negative = inhibition, usual class: inhibitors. 5.9% of 310,000 active. AID 504832; further: potency means the concentration at half of the fitted maximal effect; on the % scale 0 is the no-effect control and ±100 the full control effect
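In quantitative HTS format, infected erythrocytes bearing luciferase-reporter parasites were treated for a single generation at 37 C. Luminescence after adding detection reagent served as the growth measure.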
HCV inh: HCV inhibition; Huh7.5.1 HCVcc-Cre infection, luciferase reporter, 44 h; Potency, µM (titrated, usually from 41.8 µM), inactives show at the top dose activity change, negative = inhibition, actives largely listed as inhibitors; 3.4% of 340,000 active; AID 651820; further: potency means the concentration at half of the fitted maximal effect; on the % scale 0 is the no-effect control and ±100 the full control effect
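Infectious HCV cell culture screen: compound-treated cells (1,000/well, pre-plated 4 h) are infected with HCVcc-Cre at roughly 0.5 moi and grown 44 h. Infection is quantified by luciferase signal after 15 min substrate incubation at room temperature.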
LmPK inh: blocks Leishmania mexicana pyruvate kinase activity; Q27686; purified LmPK, Kinase-Glo ATP luminescence, 1 h; Potency, µM (titrated, usually from 57.5 µM), without a hit: top-dose activity change, negative = inhibition, actives largely listed as inhibitors; 0.37% of 290,000 active; further: potency means the concentration at half of the fitted maximal effect; on the % scale 0 is the no-effect control and ±100 the full control effect
Target sequence (Q27686 whole entry, looked up): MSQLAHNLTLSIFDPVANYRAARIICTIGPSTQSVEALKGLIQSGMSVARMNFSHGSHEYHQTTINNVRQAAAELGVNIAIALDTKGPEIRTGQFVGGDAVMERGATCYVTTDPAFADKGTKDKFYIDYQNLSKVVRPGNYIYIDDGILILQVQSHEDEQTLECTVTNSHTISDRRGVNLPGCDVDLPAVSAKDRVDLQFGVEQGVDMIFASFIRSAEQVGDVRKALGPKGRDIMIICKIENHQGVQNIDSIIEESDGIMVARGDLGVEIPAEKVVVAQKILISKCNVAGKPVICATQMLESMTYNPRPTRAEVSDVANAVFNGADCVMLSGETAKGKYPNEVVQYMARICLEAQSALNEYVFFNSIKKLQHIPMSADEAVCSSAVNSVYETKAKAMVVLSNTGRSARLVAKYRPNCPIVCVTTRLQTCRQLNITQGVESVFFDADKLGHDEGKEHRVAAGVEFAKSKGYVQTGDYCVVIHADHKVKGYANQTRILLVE
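Purified LmPK (0.1 nM) with 0.5 mM PEP and 0.1 mM ADP in imidazole buffer pH 7.2 with MgCl2/KCl, 1 h at room temperature. ATP formed was read by luciferase luminescence and normalized to no-enzyme and uninhibited controls.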
Shiga inhibitor: Shiga toxin inhibition; AID 2315; inhibition, % at 38.7 µM; Vero cells, Shiga toxin protein synthesis inhibition reporter; 9.2% of 290,000 active; in the data active means inhibition mostly above about 28%, no sharp cut-off; inactive means mostly below about 43%; further: 0% is about no effect
Active calls of the source: *; & = joins results of further samples; [ ] = another dose, or the depositor's remark. Unless noted, the call rests on the fitted dose curve; in most records, active means well fitted curve in the direction sought with a large enough effect; inconclusive means small, poorly fitted or top-dose-only effect, or another doubt; inactive means no such curve, though single readings can be large; an effect the other way counts as inactive or inconclusive.

Preview:
CCN1CCCc2cc(CN(CCN3CCOCC3)C(=S)Nc3cc(F)cc(F)c3)ccc21 was read as Pf growth 96h 0%, TbPYK inhibitor -3%, Cycloheximide cs 6, Pf growth 48h inconclusive, HCV inh inconclusive, LmPK inh -2% and Shiga inhibitor -18.
`CCOc1ccccc1-c1nc(C(N)=O)c2[nH]c(=O)n(-c3cccc(C)c3)c2n1` gave Pf growth 96h 20%, TbPYK inhibitor -3%, Cycloheximide cs 1, Pf growth 48h inconclusive, HCV inh -14%, LmPK inh 10% and Shiga inhibitor -3.

Main list, from the start:
CCN1CCCc2cc(CN(CCN3CCOCC3)C(=S)Nc3cc(F)cc(F)c3)ccc21 was read as Pf growth 96h 0%, TbPYK inhibitor -3%, Cycloheximide cs 6, Pf growth 48h inconclusive, HCV inh inconclusive, LmPK inh -2% and Shiga inhibitor -18.
`CCOc1ccccc1-c1nc(C(N)=O)c2[nH]c(=O)n(-c3cccc(C)c3)c2n1` gave Pf growth 96h 20%, TbPYK inhibitor -3%, Cycloheximide cs 1, Pf growth 48h inconclusive, HCV inh -14%, LmPK inh 10% and Shiga inhibitor -3.
`COc1cc(NS(=O)(=O)c2ccc(C)cc2)c2ncccc2c1` gave Pf growth 96h -3%, TbPYK inhibitor 5%, Cycloheximide cs 6&16, Pf growth 48h 2.3µM*, HCV inh inconclusive, LmPK inh 4% and Shiga inhibitor -12&-5.
`COC(=O)c1cccc(NC(=O)c2cccc(N3C(=O)CCC3=O)c2)c1` gave Pf growth 96h 32%[activator], TbPYK inhibitor 0%, Pf growth 48h 38%[activator] and HCV inh 2%.
Cn1c(=O)c2c(ncn2CC(=O)OCC(=O)NC2CCCc3ccccc32)n(C)c1=O (stereo unspecified) was read as Pf growth 96h inconclusive, TbPYK inhibitor -1%, Cycloheximide cs -1, Pf growth 48h 33%[activator], HCV inh 12%&13%, LmPK inh -6% and Shiga inhibitor -4.
For COc1ccc(NC(=O)COC(=O)c2cc(Cl)ccc2O)cc1S(=O)(=O)N1CCCCC1 the results were Pf growth 96h inconclusive, TbPYK inhibitor 1%, Pf growth 48h inconclusive and HCV inh -24%.
For O=c1c2[nH]cnc2n(-c2cccc(Br)c2)c(=O)n1Cc1ccccc1 the results were Pf growth 96h -24%, TbPYK inhibitor 3%, Cycloheximide cs -3, Pf growth 48h -7%, HCV inh 4%, LmPK inh 0% and Shiga inhibitor -8.
Screening COc1ccccc1CC(=O)N1CCN(c2cccc(C(F)(F)F)c2)CC1 returned TbPYK inhibitor -1%, Cycloheximide cs -3, Pf growth 48h inconclusive, HCV inh inconclusive, LmPK inh 1% and Shiga inhibitor -6.
CN1CCc2c(sc(NC(=O)c3ccc(S(=O)(=O)N4CCCCCC4)cc3)c2C(N)=O)C1 was read as Pf growth 96h inconclusive, TbPYK inhibitor -1%, Cycloheximide cs -5, Pf growth 48h inconclusive, HCV inh inconclusive, LmPK inh -3% and Shiga inhibitor -10.
Cc1cccc(Cn2cc(SCC(=O)Nc3nccs3)c3ccccc32)c1 was read as Pf growth 96h inconclusive, TbPYK inhibitor -5%, Cycloheximide cs 8, Pf growth 48h inconclusive, HCV inh -22%, LmPK inh -1% and Shiga inhibitor 23*.
CCOc1nc(C)ccc1-c1noc(CC)n1 was read as Pf growth 96h 34%[activator], TbPYK inhibitor 0%, Cycloheximide cs -3, Pf growth 48h 27%, HCV inh -8%, LmPK inh 1% and Shiga inhibitor -2.
`CC(C)OC(=O)CC(=O)CSc1nc(-c2ccc(F)cc2)cc(-c2ccccc2)c1C#N` gave Pf growth 96h inconclusive, TbPYK inhibitor -24%, Cycloheximide cs -2, Pf growth 48h inconclusive, HCV inh inconclusive, LmPK inh 2% and Shiga inhibitor -5.
`C=CCn1c(NC)cc(=O)n(C)c1=O` gave Pf growth 96h 24%, TbPYK inhibitor -3%, Cycloheximide cs 2, Pf growth 48h -7%, HCV inh 11%, LmPK inh -4% and Shiga inhibitor -10.
`O=C(NC1CCCC1)C(c1ccccc1F)N(C(=O)c1ccco1)C1CCCC1` (stereo unspecified) gave Pf growth 96h -4%, TbPYK inhibitor -3%, Cycloheximide cs -2, Pf growth 48h inconclusive, HCV inh inconclusive, LmPK inh 1% and Shiga inhibitor -9.
Screening COC(=O)c1ccc(NC(=O)CSc2nnc(C(C)NC(=O)c3ccccc3Cl)n2C)cc1 (stereo unspecified) returned Pf growth 96h -8%, TbPYK inhibitor -5%, Cycloheximide cs 14, Pf growth 48h inconclusive, HCV inh inconclusive, LmPK inh 0% and Shiga inhibitor -13.
For O=C(Nc1ccccc1[N+](=O)[O-])c1cc(S(=O)(=O)Nc2ccccn2)ccc1Cl the results were Pf growth 96h 29%, TbPYK inhibitor 0%, Cycloheximide cs -4, Pf growth 48h -10%, HCV inh 8%, LmPK inh -6% and Shiga inhibitor -8.
For CNC(=O)N(C1=NCCCCC1)c1ccc(Br)cc1 the results were Pf growth 96h inconclusive, TbPYK inhibitor -4%, Cycloheximide cs -8, Pf growth 48h inconclusive, HCV inh 9%, LmPK inh -1% and Shiga inhibitor -12.
Cc1ccc2nc3c(c(N)c2c1)CCN3C was read as Pf growth 96h inconclusive, TbPYK inhibitor -10%, Cycloheximide cs 2, Pf growth 48h -14%, HCV inh inconclusive, LmPK inh 2% and Shiga inhibitor 10.
For COc1ccc(NC(=O)CSc2nnc(Cc3ccccc3)c(=O)n2N)cc1OC the results were Pf growth 96h 10%, TbPYK inhibitor 1%, Pf growth 48h 6% and HCV inh inconclusive.
Screening Cc1ccc(C(=O)COC(=O)c2cc(=O)[nH]c3ccccc23)cc1C returned Pf growth 96h -5%, TbPYK inhibitor 3%, Cycloheximide cs 24*, Pf growth 48h 34%, HCV inh -6%, LmPK inh -4% and Shiga inhibitor 150*.
For COc1ccc(OCC(O)CNC(=O)c2ccccc2)cc1 (stereo unspecified) the results were Pf growth 96h -1%, TbPYK inhibitor -1%, Cycloheximide cs 10, Pf growth 48h 0%, HCV inh -1%, LmPK inh 3% and Shiga inhibitor 11.
Screening COc1ccccc1C(=O)NCCC(=O)NCc1cccnc1 returned Pf growth 96h -4%, TbPYK inhibitor -5%, Pf growth 48h -17% and HCV inh 12%.
Screening COc1nc(-c2ccc(C)cc2)ccc1-c1noc(-c2cccnc2)n1 returned Pf growth 96h 12µM*, TbPYK inhibitor -5%, Cycloheximide cs -2, Pf growth 48h 23%, HCV inh 4%, LmPK inh -1% and Shiga inhibitor 8.
`CC(=O)Nc1ccc(Nc2ncnc3c2cnn3-c2ccc(C)cc2C)cc1` gave Pf growth 96h 276%[activator], TbPYK inhibitor 2%, Cycloheximide cs 6, Pf growth 48h -7%, HCV inh 17%, LmPK inh 9% and Shiga inhibitor 13.
Screening N#CCCN(C(=O)COc1ccc(Br)cc1F)c1ccc(F)cc1 returned Pf growth 96h inconclusive, TbPYK inhibitor -1%, Cycloheximide cs -6, Pf growth 48h -17%, HCV inh -16%, LmPK inh -2% and Shiga inhibitor 26.
Screening COc1cccc(OC)c1C(=O)Nc1ccc(N2CCCCC2)cc1 returned Pf growth 96h 0%, TbPYK inhibitor 0%, Cycloheximide cs -2, Pf growth 48h -5%, HCV inh 15%, LmPK inh 1% and Shiga inhibitor 12.
`O=C(COc1coc(CN2CCc3ccccc32)cc1=O)Nc1ccc([N+](=O)[O-])cc1` gave Pf growth 96h 1%, TbPYK inhibitor -7%, Pf growth 48h 14% and HCV inh 14%.
`O=C(c1cn(Cc2ccccc2)nc1-c1cccnc1)N1CCc2ccccc2C1` gave Pf growth 96h 13µM*, TbPYK inhibitor 0%, Pf growth 48h inconclusive and HCV inh -6%.
`CCN1CC=C2C(C#N)=C(N)C(C#N)(C#N)[C@H](c3ccoc3)[C@H]2C1` gave Pf growth 96h inconclusive, TbPYK inhibitor -5%, Cycloheximide cs -4, Pf growth 48h inconclusive, HCV inh -20%, LmPK inh -5% and Shiga inhibitor -4.
O=C(O)c1ccccc1C(=O)NC1CCN(c2nccc(C(F)(F)F)n2)CC1 was read as Pf growth 96h 10%, TbPYK inhibitor -13%, Cycloheximide cs -3, HCV inh 1%, LmPK inh -3% and Shiga inhibitor -5.
CCN(CC)C(=O)c1ccc2c(c1[N+](=O)[O-])C(=O)c1ccccc1C2=O was read as Pf growth 96h inconclusive, Cycloheximide cs -1, Pf growth 48h 85%[activator], HCV inh 0%, LmPK inh 0% and Shiga inhibitor -1.
Screening O=C(CCNC(=O)c1ccc(Cl)cc1)Nc1cccc(S(=O)(=O)N2CCCCC2)c1 returned Pf growth 96h inconclusive, TbPYK inhibitor 3%, Pf growth 48h inconclusive and HCV inh -22%.
Screening COc1ccc(NC(=O)C(=O)N/N=C/c2cccnc2)cc1 returned Pf growth 96h inconclusive, TbPYK inhibitor -11%, Cycloheximide cs -1, Pf growth 48h 3%, HCV inh 1%, LmPK inh -2% and Shiga inhibitor 2.
Screening O=C(c1ccco1)N1CCN(C(=O)C2CC(c3ccc(Cl)c(Cl)c3)=NO2)CC1 (stereo unspecified) returned Pf growth 96h 5.9µM*, TbPYK inhibitor -8%, Cycloheximide cs 1, Pf growth 48h -26%, HCV inh -6%&4%, LmPK inh 2% and Shiga inhibitor -1.
Screening CSc1nc(-c2ccccc2)cc(C)c1C#N returned Pf growth 96h -25%, TbPYK inhibitor 0%, Cycloheximide cs -3, Pf growth 48h 22%, HCV inh 10µM*, LmPK inh 0% and Shiga inhibitor 2.
Screening Cn1nc(C(=O)NCc2cccnc2)c2ccccc2c1=O returned TbPYK inhibitor 12%, Cycloheximide cs -4, Pf growth 48h 12%, HCV inh 16%, LmPK inh 6% and Shiga inhibitor 20.
For Cc1cc(C)c[n+](CC(=O)c2ccc(-c3ccccc3)cc2)c1 the results were Pf growth 96h 15µM*, TbPYK inhibitor -9%, Cycloheximide cs 6, Pf growth 48h inconclusive, HCV inh inconclusive, LmPK inh -1% and Shiga inhibitor 8.
Screening O=C(NCCc1ccc2c(c1)OCCO2)c1ccc([N+](=O)[O-])cc1Cl returned Pf growth 96h inconclusive, TbPYK inhibitor -4%, Cycloheximide cs 4, Pf growth 48h -2%, HCV inh inconclusive, LmPK inh 14% and Shiga inhibitor 31.
CCCCNc1ncnc2c1nnn2Cc1ccccc1Cl was read as Pf growth 96h inconclusive, TbPYK inhibitor 1%, Cycloheximide cs 1, Pf growth 48h 5%, HCV inh -11%, LmPK inh 6% and Shiga inhibitor 0.
CCOC(=O)c1c(Nc2ccc(Cl)cc2)sc(/C=C2\C=Nc3ccccc32)c1O was read as TbPYK inhibitor -2%, Cycloheximide cs -4, Pf growth 48h 4.1µM*, HCV inh inconclusive, LmPK inh 12% and Shiga inhibitor -7.
Screening Cc1cc(=O)cc(C)n1-c1ccc(Cl)c(Cl)c1 returned Pf growth 96h -1%, TbPYK inhibitor 1%, Cycloheximide cs -2, Pf growth 48h -14%, HCV inh 12%, LmPK inh -4% and Shiga inhibitor 14.
